Sm TGR inh – S. mansoni TGR enzyme inhibition | Q962Y6 | purified TGR, DTNB reduction, TNB absorbance 405 nm | Potency, µM (highest dose often 114 µM), inactives show at the highest dose activity change, negative = inhibition, usual class: inhibitors | 3% of 360,000 active; note: potency is the fitted concentration of half-maximal effect; nearly all actives have a fitted effect of over 60% in size
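First, TGR (20 nM dispensed) and NADPH were mixed with compound. Second, a 15 min room-temperature incubation followed. Third, further NADPH and then DTNB were added to start the reaction. Finally, TNB absorbance was monitored kinetically.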
HCMV antiviral – human cytomegalovirus inhibition; activity change, negative = inhibition, % at 57.5 µM; 4.5% of 410,000 active; HFF cells, HCMV-luciferase reporter, 72 h; hits give low values; in the data active = activity change below about -60%; inconclusive = no clear call, values can overlap the other calls; inactive = above about -39%
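HFF cells seeded 16 h at 37C, treated with compounds, infected with luciferase-reporter HCMV at MOI 1 PFU/cell; luciferase read at 72 h post infection, normalized to buffer-only and Salinomycin controls.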
AmpC inh no detg – blocks E. coli AmpC beta-lactamase in detergent-free assay; P00811; AmpC nitrocefin hydrolysis, absorbance 480 nm, 0.0001% Triton; Potency, µM (series often up to 57.1 µM), for the others: at the highest dose activity change, negative = inhibition, usual class: inhibitors; 0.52% of 330,000 active;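 note: potency is the fitted concentration of half-maximal effect; plate controls were no compound for no effect and no enzyme for full effect; nearly all actives have a fitted effect of over 20% in size; some results filed as inactive show a strong effect at the top dose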
Target sequence (P00811 whole entry, looked up): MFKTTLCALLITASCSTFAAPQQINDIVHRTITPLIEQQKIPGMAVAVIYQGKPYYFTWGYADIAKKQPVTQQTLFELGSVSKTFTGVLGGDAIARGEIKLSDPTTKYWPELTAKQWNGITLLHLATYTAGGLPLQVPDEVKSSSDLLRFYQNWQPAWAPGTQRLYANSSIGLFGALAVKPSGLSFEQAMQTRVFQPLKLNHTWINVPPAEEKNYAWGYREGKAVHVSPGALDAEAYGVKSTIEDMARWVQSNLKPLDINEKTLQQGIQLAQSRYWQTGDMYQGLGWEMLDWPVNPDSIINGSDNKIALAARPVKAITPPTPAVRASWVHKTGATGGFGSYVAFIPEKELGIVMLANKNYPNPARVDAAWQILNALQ
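20 mM phosphate pH 7.0 + 0.01% (detergent screen) or 0.0001% Triton X-100; 5.3 nM AmpC reagent; cpd preinc 15 min RT; nitrocefin (800 uM stock) to start; A480 q20 s × 4 min; Activity was normalised to no-enzyme and no-compound control wells.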
Tb PYK inh – T. brucei pyruvate kinase inhibition. Q57TT1. TbPYK enzyme, Kinase-Glo Plus ATP luminescence, 45 min. Potency, µM (series often up to 76.8 µM), without a hit: at the top dose activity, negative = inhibition, actives largely listed as inhibitors. 0.12% of 410,000 active; note: potency is the fitted concentration of half-maximal effect; nearly all actives have a fitted effect of over 50% in size
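Enzyme and substrate buffer are dispensed first and compound is pin-transferred. ADP at 130 uM final then starts the reaction, which runs 45 min at room temperature. Detection reagent is added for 10 min before luminescence is imaged.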
AmpC detergent – AmpC beta-lactamase inhibition with detergent present | 0.041% of 370,000 active | Potency, µM (highest dose often 114 µM), for the others: top-dose activity change, negative = inhibition, hits mostly inhibitors | P00811 | AmpC hydrolysis of nitrocefin, absorbance 480 nm, 0.01% Triton | AID 485294;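 note: potency is the fitted concentration of half-maximal effect; 0% = no-compound wells and -100% = no-enzyme wells; nearly all actives have a fitted effect of over 25% in size; some results filed as inactive show a strong effect at the top dose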
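AmpC (5.3 nM in the dispensed reagent) in 20 mM phosphate pH 7.0 with 0.01% (detergent screen) or 0.0001% Triton X-100 was preincubated with compounds for 15 min at room temperature. Nitrocefin was then added from an 800 uM solution, and hydrolysis was followed at 480 nm.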
LmPK inhibitor – LmPK (Leishmania mexicana) enzyme inhibition; Q27686; purified LmPK, Kinase-Glo ATP luminescence, 1 h; 0.37% of 290,000 active; AID 1721; Potency, µM (series often up to 57.5 µM), inactives show at the highest dose activity change, negative = inhibition, usual class: inhibitors; note: potency is the fitted concentration of half-maximal effect
Target sequence (Q27686 whole entry, looked up): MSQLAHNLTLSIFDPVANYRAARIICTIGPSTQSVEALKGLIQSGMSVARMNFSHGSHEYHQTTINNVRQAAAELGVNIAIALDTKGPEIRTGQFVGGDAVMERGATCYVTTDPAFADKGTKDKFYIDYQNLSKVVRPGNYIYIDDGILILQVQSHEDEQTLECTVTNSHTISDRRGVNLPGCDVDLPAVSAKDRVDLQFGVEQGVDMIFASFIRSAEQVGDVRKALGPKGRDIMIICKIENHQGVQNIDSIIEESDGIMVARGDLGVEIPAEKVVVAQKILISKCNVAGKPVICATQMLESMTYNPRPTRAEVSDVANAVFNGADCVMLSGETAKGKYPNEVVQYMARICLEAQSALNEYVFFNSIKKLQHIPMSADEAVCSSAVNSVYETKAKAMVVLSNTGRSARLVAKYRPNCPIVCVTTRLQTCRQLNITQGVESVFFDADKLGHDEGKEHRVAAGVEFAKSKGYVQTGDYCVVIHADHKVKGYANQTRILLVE
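Purified LmPK (0.1 nM) with 0.5 mM PEP and 0.1 mM ADP in imidazole buffer pH 7.2 with MgCl2/KCl, 1 h at room temperature. ATP formed was read by luciferase luminescence and normalized to no-enzyme and uninhibited controls.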
AMA1-RON2 inh – disrupts binding of P. falciparum AMA1 to RON2; AlphaScreen AMA1-biotinylated RON2 peptide binding; Potency, µM (highest dose often 58.2 µM), for inactives: top-dose activity change, negative = inhibition, hits mostly inhibitors; 0.2% of 360,000 active; AID 720542;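 note: potency is the fitted concentration of half-maximal effect; 0% = vehicle wells and -100% = peptide control; nearly all actives have a fitted effect of over 45% in size; some results filed as inactive show a strong effect at the top dose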
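AMA1 (3D7) with his tag at 25 nM final met compounds first, then biotinylated RON2 peptide at 25 nM; detection used donor plus acceptor beads, 10 µg/mL apiece, read by AlphaScreen after 30 min at room temperature.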
The depositor's hits bear a star; ? = inconclusive; / = no result given; & = joins results of further samples; [ ] = dose if it differs, or a comment. Unless noted, calls come from the whole dose curve; as a rule, active = well fitted curve in the direction sought with a large enough effect; inconclusive = small, poorly fitted or top-dose-only effect, or another doubt; inactive = no such curve, though single readings can be large; an effect the other way counts as inactive or inconclusive. Unless noted, % is set by controls: 0 for no effect and ±100 for the full control effect.

SMILES	Sm TGR inh	HCMV antiviral	AmpC inh no detg	Tb PYK inh	AmpC detergent	LmPK inhibitor	AMA1-RON2 inh
O=C(CSc1nnnn1Cc1ccccc1)Nc1ccccc1	6%	-22	-26%	4%	?	1%	2%
CC(=O)N1C(c2ccccc2O)C[C@]2(C)CC(=O)NC12 (stereo not given in full)	3%	-1	-39%	-12%	-1%	-2%	-17%
Cn1ccnc1SCC(=O)c1ccc(Cl)cc1	-5%	-8	-15%	-3%	4%	1%	-7%
O=C(NCC1CCCO1)c1cnn2c(C(F)F)cc(C3CC3)nc12 (stereo not given)	-20%	-20	14%	4%	2%	-2%	48%[activator]
COc1cc(OC)c(OC)cc1/C=N/n1c(C)nnc1C	7%	51	66%[activator]	-4%	-13%	0%	0%
O=C(c1ccco1)N1CCN(CCOc2ccc(F)cc2)CC1	-14%	/	10%	-9%	-3%	0%	4%
Cc1ccc(NC(=O)c2cccc(S(=O)(=O)N3CCN(C)CC3)c2)cc1F	-15%	-6	45%	0%	-8%	8%	0%
CCOC(=O)C1CCN(S(=O)(=O)c2ccc(CC)cc2)CC1	-12%	41	14%	?	?	1%	1%
CCOc1ccccc1NC(=O)CN1C(=O)COc2ccc(S(=O)(=O)N3CCCCCC3)cc21	0%	-21	/	0%	-5%	/	/
O=C(CSc1nc2[nH]ncc2c(=O)[nH]1)c1ccccc1	9%	11	-9%	2%	7%	-1%	1%
CCOC(=O)c1[nH]c2ccccc2c1NC(=O)NC(C)C	0%	44	0%	2%	0%	0%	-2%
Cn1c(-c2c(N)n(C3CCCC3)c3nc4ccccc4nc23)nc2ccccc21	13%	?	-1%	-9%	-1%	2%	159%[activator]
CC(C)(C)N(Cc1ccccc1)C(=O)c1cccs1	4%	23	-3%	10%	0%	-9%	3%
O=S(=O)(c1ccc(Cl)cc1)N1c2ccccc2Oc2nc3ccccc3nc21	-18%	?	-16%	9%	-1%	-5%	-16%
CCCn1nc(C(=O)Nc2ccc(S(=O)(=O)Nc3nccs3)cc2)c2ccccc2c1=O	-5%	-12	-53%	6%	-5%	1%	-7%
COc1cc(OC)cc(C(=O)Nc2ccc(S(=O)(=O)Nc3ncccn3)cc2)c1	-6%&-6%	13&12	-9%	3%&0%	-7%&0%	1%	0%
CCOC(=O)CN1C(=O)CN(c2ccc(C)cc2)C1=O	-3%	46	-13%	2%	2%	-2%	-2%
O=C1NC(=O)C(c2ccccc2)(c2ccccc2)N1S(=O)(=O)c1ccccc1	/	-13	/	-11%	/	/	7%
COc1ccc(Oc2cc(C)nc(Cl)n2)nn1	0%	-23	-18%	3%	5%	5%	3%
CCc1ccc(NS(=O)(=O)c2ccc3[nH]cc(C(=O)NCCc4ccccc4)c(=O)c3c2)cc1	0%	35	/	1%	0%	/	/
COc1cc2c(cc1O)CCN(C(=O)CSc1nncn1C)[C@@H]2C	-15%	-14	-5%	-13%	6%	/	-7%
CC1CCCC(NC(=O)C2CCN(S(=O)(=O)c3cnc[nH]3)CC2)C1C (stereo not given)	1%	-29	-14%	0%	-1%	2%	-4%
O=C(Nc1cccc(F)c1)N1CCN(C/C=C/c2ccccc2)CC1	16%	-16	56%	-11%	2%	-3%	-2%
Cc1ccccc1NC(=O)NC1(C(=O)N2CCC(C(N)=O)CC2)CCCCC1	7%	-12	-9%	-2%	-12%	7%	-3%
O=C(CCS(=O)(=O)c1cccc2nsnc12)N1CC(=O)N(CCc2ccccc2)C(=O)C1	-29%	18	12%	-4%	-7%	-4%	28%
c1cc2c(cc1-c1[nH]ncc1CN1CC3C[C@@H]4CC1C[C@H](C3)C4)OCO2	1%	-69*	-27%	-2%	-8%	3%	-9%
CNc1cncc(-c2ccoc2)n1	/	-9	/	0%	/	/	8%
Cc1cc(-n2c(SCC(=O)NCCC3=CCCCC3)nc3n[nH]c(C)c3c2=N)ccc1Cl	3%	-21	6%	4%	1%	3%	-9%
Cc1c(C(=O)NCc2ccc3c(c2)OCO3)oc2ccc(S(=O)(=O)N3CCC(C)CC3)cc12	-6%	/	?	1%	-10%	5%	-13%
CCOc1cc2[nH]c(=O)n(CCCCC(=O)NC3CCCCCC3)c(=O)c2cc1OCC	-20%	19	-4%	0%	-6%	0%	19%

4 of the compounds above, with values under each structure:
Values in the order: Sm TGR inh, HCMV antiviral, AmpC inh no detg, Tb PYK inh, AmpC detergent, LmPK inhibitor, AMA1-RON2 inh
- CC1CCCC(NC(=O)C2CCN(S(=O)(=O)c3cnc[nH]3)CC2)C1C (stereo not given)
→ 1%, -29, -14%, 0%, -1%, 2%, -4%
- COc1cc2c(cc1O)CCN(C(=O)CSc1nncn1C)[C@@H]2C
→ -15%, -14, -5%, -13%, 6%, /, -7%
- O=C(CCS(=O)(=O)c1cccc2nsnc12)N1CC(=O)N(CCc2ccccc2)C(=O)C1
→ -29%, 18, 12%, -4%, -7%, -4%, 28%
- Cc1cc(-n2c(SCC(=O)NCCC3=CCCCC3)nc3n[nH]c(C)c3c2=N)ccc1Cl
→ 3%, -21, 6%, 4%, 1%, 3%, -9%

One compound at a time, as listed above. Values in the order: Sm TGR inh | HCMV antiviral | AmpC inh no detg | Tb PYK inh | AmpC detergent | LmPK inhibitor | AMA1-RON2 inh
`Cc1ccccc1NC(=O)NC1(C(=O)N2CCC(C(N)=O)CC2)CCCCC1` as listed: 7% | -12 | -9% | -2% | -12% | 7% | -3%
`O=C(CCS(=O)(=O)c1cccc2nsnc12)N1CC(=O)N(CCc2ccccc2)C(=O)C1` as listed: -29% | 18 | 12% | -4% | -7% | -4% | 28%

The list goes on:
SMILES	Sm TGR inh	HCMV antiviral	AmpC inh no detg	Tb PYK inh	AmpC detergent	LmPK inhibitor	AMA1-RON2 inh
O=P(O)(O)Cc1ccccc1OP(=O)(c1ccccc1)c1ccccc1	4%	6	-15%	-15%	?	-2%	-8%
O=C(CCC(=O)NNC(=S)Nc1ccccc1)NCc1ccccc1	0%	16	/	-18%	0%	3%	80%[activator]
Cc1ccc(-c2ccc(/C=N/NC(=O)Cc3nnc(N)s3)o2)cc1Cl	4%	?	-26%	-11%	-10%	5%	57%[activator]
CCCCNC(=O)c1c(O)c2cccc3c2n(c1=O)CCC3	5%	4	-27%	-4%	0%	1%	-1%
Cc1c(CC(=O)O)c(=O)oc2c(C)c(OCc3ccc(F)cc3Cl)ccc12	0%	-16	-26%	-3%	-8%	-9%	2%
COc1ccc(C(NC(=O)CNC(C)=O)C(=O)Nc2ccc3c(c2)OCCO3)cc1 (stereo not given)	2%	72	-10%	-16%	-9%	-2%	-8%
c1ccc(OCc2nc3ccccc3s2)cc1	5%	80	-13%	-7%	1%	?	3%
COc1cc(CNC(=O)c2cc3n(n2)CCCN(Cc2ccc(C)cc2)C3=O)cc(OC)c1OC	1%	-12	/	-1%	0%	/	/
O=c1c2ccccc2sn1-c1cccc(Cl)c1	/	-28	/	7.1µM*	/	/	-11%
O=C(N[C@@H](Cc1ccccc1)C(=O)OCc1ccccc1)c1nc[nH]c1C(=O)N[C@@H](Cc1ccccc1)C(=O)OCc1ccccc1	4%	15	-12%	0%	-10%	-8%	95%[activator]
CCN(C(=O)CSc1nc(-c2ccccc2)no1)c1ccccc1	4%	-11	/	3%	1%	/	/
COc1ccc(OCCn2c(N)nc3ccccc32)cc1	8%	-19	-28%	-4%	?	-1%	-13%
O=C(NCC(c1cccnc1)N1CCOCC1)c1ccco1 (stereo not given)	?	37	/	2%	-1%	-3%	1%
CCOC(=O)N1CCN(C(=O)CCc2ccc(S(=O)(=O)NC(C)(C)C)cc2)CC1	-2%	8	21%	1%	0%	7%	-2%
Cc1cccc(NC(=S)N2CCCCC2c2cccnc2)c1C (stereo not given)	6%	-29	-8%	-3%	-1%	1%	15%
CC(=O)Nc1ccc(C(=O)OCC(=O)NC2CCCCCCC2)cc1	1%	?	-7%	4%	-8%	6%	16%
CN(C)c1ccc(C(=O)Nc2cc(C(F)(F)F)ccc2-n2cncn2)cc1	1%	-33	4%	-1%	-8%	1%	18%
O=[N+]([O-])c1cccc(-c2nc3ccccc3s/c2=N/O)c1	6%	?	-49%	-5%	5%	1%	-14%
COc1cccc(C(C(=O)NCC2CCCO2)N(CC2CCCO2)C(=O)CN2C(=O)c3ccccc3S2(=O)=O)c1 (stereo not given)	5%	-23	56%	2%	4%	1%	1%
O=C(Cn1cnc2c(nnn2-c2ccc(F)cc2)c1=O)N1CCCc2ccccc21	-19%	-35	-24%	-5%	-14%	-1%	-5%
O=C(O)COn1c(-c2ccccc2)nc2ccc(Cl)cc21	/	116	-28%	-1%	-2%	-8%	5%
Cc1ccc(NS(=O)(=O)c2c(C(=O)N3CCCCCC3)c(C)n(C)c2C)c(C)c1	6%	-33	47%	2%	2%	1%	3%
CCCC(=O)Nc1cccc(NC(=O)CN2CCN(c3ccccc3OC)CC2)c1	5%	-34	30%	1%	?	1%	9%
O=C(CSc1nc2ccccc2s1)Nc1ccc(C(=O)O)cc1	5%	-22	-25%	-1%	2%	-5%	-14%
NC(=O)c1ccc(C(F)(F)F)n(Cc2ccc(F)c(F)c2)c1=O	1%	-13	16%	5%	1%	2%	-2%
CC(=O)c1cccc(NC(=O)C(C)n2c(=O)cc(-c3ccccc3)c3c(C)nn(C)c32)c1 (stereo not given)	-14%	2	/	2%	?	/	/
CCOc1ccc(-c2csc(NC(=O)C3CCCO3)n2)cc1 (stereo not given)	-4%	4	8%	4%	0%	-4%	-11%
CCn1cc2nc(SCC(=O)Nc3cc(OC)ccc3OC)n(Cc3ccc(Cl)cc3)c(=O)c2n1	1%	3	/	-1%	16%	/	/
COc1cccc(C(C(=O)NCC2CCCO2)N(C(=O)Cn2nnc3ccccc32)c2ccccc2C(C)=O)c1OC (stereo not given)	-7%	-25	96%[activator]	5%	-6%	-9%	-2%
COc1ccc(CNC(=S)N2CCN(S(=O)(=O)c3cccc(F)c3)CC2)cc1	-13%	?	-20%	-9%	3%	4%	-15%
Cc1nnc(SCc2cc(=O)n3cccc(C)c3n2)s1	-1%	-34	/	-17%	4%	/	/
Cc1cc(Cl)ccc1OCC(=O)Nc1nc(-c2cccnc2)cs1	-1%	0	-19%	0%	9%	-1%	-4%
COc1ccc(C(=O)Nc2cc(C)on2)cc1	0%	39	-12%	0%	-11%	-13%	32%[activator]
Cc1nc2ccccc2c(C)c1C(=O)c1ccccc1	-7%	?	-10%[11.4 µM]	-18%	-14%	4%	9%
Cc1ccc(NC(=O)COC(=O)C2CC3C=CC2C3)cc1S(=O)(=O)N1CCCCC1 (stereo not given)	-22%	21	-26%	6%	-6%	0%	4%
Cc1ccc2nc(SCC(=O)c3c(C)[nH]c4ccccc34)[nH]c2c1	-1%	?	-52%	-7%	-14%	1%	-4%
CCC(CO)NC1=CC(=O)CCC1 (stereo not given)	-4%	27	-20%	1%	1%	2%	10%

Screens (PubChem)
